esBAF inh: SWI/SNF esBAF complex inhibition | mouse ES cells, Bmi1-luciferase knock-in reporter, 24 h; 100% = twice the neutral-well signal | reporter increase, % at 12.5 µM | 350,000 compounds, 2% hits | AID 602393; in the data active means activation above about 40%;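 further: 0% = median of the plate's neutral control wells and 100% = double that signal; a rise in the Bmi1 reporter signal indicates esBAF inhibition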
RAD54 branch: inhibitors of human RAD54 branch migration; 360,000 compounds, 0.14% hits; RAD54 Holliday junction branch migration, FAM/BHQ fluorescence; Q92698; inhibition, % at 10.4 µM;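 active means mean normalized replicate activity at least 40 and at least half of replicates scoring 40 or more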;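 further: 0% = median of neutral control wells and 100% = median of positive control wells; inhibitors cause a drop in the FAM fluorescence signal; in these data hits start at about 50%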
Target sequence (Q92698 whole entry, looked up): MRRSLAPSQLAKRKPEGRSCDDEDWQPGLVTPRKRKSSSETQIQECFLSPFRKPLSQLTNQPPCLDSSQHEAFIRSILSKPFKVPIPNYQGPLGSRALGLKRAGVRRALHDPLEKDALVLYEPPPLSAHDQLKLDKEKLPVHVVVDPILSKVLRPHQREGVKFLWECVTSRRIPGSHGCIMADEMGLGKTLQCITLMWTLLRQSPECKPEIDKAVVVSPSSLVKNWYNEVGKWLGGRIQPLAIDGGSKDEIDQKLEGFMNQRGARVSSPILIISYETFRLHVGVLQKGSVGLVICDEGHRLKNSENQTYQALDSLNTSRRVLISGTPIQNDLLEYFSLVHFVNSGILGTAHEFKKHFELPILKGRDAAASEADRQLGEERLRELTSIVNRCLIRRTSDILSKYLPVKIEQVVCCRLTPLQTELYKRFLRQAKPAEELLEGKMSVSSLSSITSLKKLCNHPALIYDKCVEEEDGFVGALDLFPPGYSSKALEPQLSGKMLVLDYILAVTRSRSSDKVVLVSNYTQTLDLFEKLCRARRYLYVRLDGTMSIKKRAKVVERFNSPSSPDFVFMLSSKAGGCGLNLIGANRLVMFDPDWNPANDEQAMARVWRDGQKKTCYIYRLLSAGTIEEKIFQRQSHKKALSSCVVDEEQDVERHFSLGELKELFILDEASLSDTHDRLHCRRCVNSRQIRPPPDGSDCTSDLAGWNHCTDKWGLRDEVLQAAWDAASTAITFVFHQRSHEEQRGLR
The depositor's hits bear a star.

Values in the order: esBAF inh	RAD54 branch
> CN(C)c1ccc(/C=C2\Oc3ccc(C#Cc4cccc(N)c4)cc3C2=O)cc1
    34	-11
> Cc1csc(SCc2nnc(-c3ccccc3Br)o2)n1
    44	1
> CCOC(=O)N1CCN(C(=O)CSc2nnc(-c3cccc(OC)c3)o2)CC1
    12	7
> Cc1ccccc1Nc1nc(N)nc(CN(C)c2ccccc2)n1
    47*	3
> Cc1ccc(-c2nnc(N3CCN(C(=O)COc4ccccc4)CC3)c3ccccc23)cc1
    -6	-4
> Cn1c(N)c(C#N)c2c(c1=S)COC(C)(C)C2
    -9	0
> Cn1c(SCc2ccc(C#N)cc2Cl)nc2ccccc21
    87*	1
> O=C(Nc1ccccc1)N1CCCc2ccccc21
    28	3
> CCC(=O)NC(=S)Nc1ccc(Cl)cn1
    -8	-6
> N#Cc1cccc(NC(=O)CCNS(=O)(=O)c2ccc3[nH]c(=O)oc3c2)c1
    6	6
> Cc1ccc(S(=O)(=O)c2c(C)nn(C(C)(C)C)c2OC(=O)C2CCCC2)cc1
    -16	-9
> COc1ccc(-c2ccc3c(c2)S(=O)(=O)c2cccc(C(=O)NCCOc4ccccc4)c2C3=O)cc1OC
    -3	-8
> Cc1ccc(N(CC(=O)Nc2cccc(N(C)S(C)(=O)=O)c2)S(C)(=O)=O)cc1
    -2	-10
> Cc1ccc(C(=O)N2CCCCCC2)cc1Br
    9	-22
> CSc1ccccc1NC(=O)CSCc1ccc(C)cc1
    3	-4
> O=C(O)Cn1cc(F)c(=O)[nH]c1=O
    -3	-11
> CCn1c(CCNC(=O)c2ccc(OC)c(OC)c2)nc2ccccc21
    -6	8
> Cc1ccc(OC(=O)c2cccc(S(=O)(=O)N(C)C)c2)c(-n2nc3ccccc3n2)c1
    8	1
> CC(=O)NNc1cccc(Cl)n1
    -10	-1
> CC(=O)c1cccc(NC(=O)Nc2ccc(C)cc2)c1
    42*	3
> CC1CCC(C(C)C)C2=C1C(C#N)(C#N)C(C#N)(C#N)C(c1ccccc1)N2 (centres undefined)
    -5	-9
> CCn1c(CCNC(=O)c2ccc(Cl)cc2Cl)n[nH]c1=S
    -5	-10
> CCOC(=O)c1c(C)[nH]c(C(=O)Cn2c(=O)c3c(ncn3CC)n(Cc3ccccc3)c2=O)c1C
    11	-10
> C=CCC(Nc1ccco1)c1ccccc1 (centres undefined)
    -12	-1
> CCOC(=O)N1CCC(N(C(=O)Nc2ccc(Cl)c(Cl)c2)C(C)CC)CC1 (centres undefined)
    5	-4
> Cc1ccc(C(=O)N2CCN(c3ccccc3)CC2)cc1S(=O)(=O)N1CCCC1
    -1	-4
> S=C(NN=C(C1CC1)C1CC1)Nc1ccccc1
    32	0
> O=S(=O)(/N=S1/CC=CCN1S(=O)(=O)c1ccccc1)c1ccccc1 (centres undefined)
    -3	-5
> COc1cc(C2C3C(=O)N(Cc4ccccc4)C(=O)C3ON2c2ccccc2)cc(OC)c1O (centres undefined)
    3	-3
> Cc1cccnc1NC(=O)Cn1nc(C)c([N+](=O)[O-])c1C
    -11	-6

Brought forward from above: six entries, then new ones.
Values in the order: esBAF inh	RAD54 branch
> CCOC(=O)N1CCC(N(C(=O)Nc2ccc(Cl)c(Cl)c2)C(C)CC)CC1 (centres undefined)
    5	-4
> Cc1ccc(C(=O)N2CCN(c3ccccc3)CC2)cc1S(=O)(=O)N1CCCC1
    -1	-4
> S=C(NN=C(C1CC1)C1CC1)Nc1ccccc1
    32	0
> O=S(=O)(/N=S1/CC=CCN1S(=O)(=O)c1ccccc1)c1ccccc1 (centres undefined)
    -3	-5
> COc1cc(C2C3C(=O)N(Cc4ccccc4)C(=O)C3ON2c2ccccc2)cc(OC)c1O (centres undefined)
    3	-3
> Cc1cccnc1NC(=O)Cn1nc(C)c([N+](=O)[O-])c1C
    -11	-6
> COc1ccc(NC(=O)c2c(Cl)n(C)c3ccccc23)cc1
    59*	-9
> O=P(O)(c1ccc(Cl)cc1)c1ccc(Cl)cc1
    -10	2
> CCOc1ccc(C2Sc3ccccc3NC3=C2C(=O)OC3)cc1 (centres undefined)
    25	3
> O=C(CCn1c(=O)[nH]c2ccsc2c1=O)N1CC(=O)N(CCc2ccccc2)C(=O)C1
    -2	3
> CCOC(=O)c1c(C)nc2sc3c(=O)n(-c4ccc(C(C)=O)cc4)nnc3c2c1-c1ccc(Cl)cc1
    0	-9
> Cc1cc(C)cc(N2C(=O)C3CC=CCC3C2=O)c1 (centres undefined)
    14	-7
> Cc1ccc(-n2nc3c(c2NC(=O)C(C)(C)C)CS(=O)(=O)C3)cc1
    -3	7
> CN1CCc2c(sc3c2c(=O)n(-c2ccccc2)c2nnc(SCc4ccccc4)n32)C1
    4	6
> Cc1c(-c2nn(C)c(=O)c3ccccc23)oc2ccc(F)cc2c1=O
    0	-4
> O=C(CSc1nc2ccccc2o1)Nc1nc2ccc(Br)cc2s1
    1	1
> COc1ccc(OC)c(C2SCCN2S(=O)(=O)c2cccc(C(F)(F)F)c2)c1 (centres undefined)
    7	-2
> N#Cc1c(NC(=O)CSc2nnc(-c3ccccc3O)n2-c2ccccc2)sc2c1CCCC2
    7	0
> COc1ccc(Cc2nnc(SC)[nH]c2=O)cc1
    2	0
> CNC(=O)c1ccc(-c2ccc(F)cc2)s1
    15	-4
> O=C(Nc1ccc2c(c1)oc1ccccc12)c1ccc(Br)o1
    83*	-3
> Cn1c(=O)[nH]c(=O)c2c1nc(Br)n2CC(O)COCc1ccccc1 (centres undefined)
    -3	-12
> COc1ccc(S(=O)(=O)N2CCC(C(=O)NCc3ccccn3)CC2)cc1OC
    -2	21
> COc1ccc(C(=O)NCc2nnc(SCC(=O)N3CCc4ccccc43)o2)cc1OC
    -10	6
> CCCC(O)(CCC)C(=O)NNc1ccccc1
    -5	3
> CN(CC(=O)NC(c1ccccc1)c1ccccc1)Cc1nc2ccccc2c(=O)[nH]1
    3	6
> CCc1ccc2ncc(C(=O)c3ccccc3)c(N3CCOCC3)c2c1
    -2	-5
> COC(=O)C1=C(C(=O)c2ccc(C)cc2)C(c2ccccc2)n2nnnc2N1 (centres undefined)
    -6	1
> COc1ccc2cnn(-c3ccccc3)c(=O)c2c1OC
    4	-1
> COc1cccc(CN(C(=O)COc2ccccc2[N+](=O)[O-])C2CCS(=O)(=O)C2)c1 (centres undefined)
    3	3
> COc1ccc2c(c1)c1nnc(SC)nc1n2C
    20	16
> Cc1ccccc1-c1nc(-c2ccc(NC(=O)c3cccs3)cc2)no1
    51*	4
> O=C(c1ccco1)N1CCN(c2ccc(S(=O)(=O)N3CCCC3)cc2)CC1
    -1	-4
> c1ccc2c(c1)CC1(CCCC1)n1nnnc1-2
    -7	6
> COc1ccccc1-c1noc(-c2ccncc2)n1
    46*	7
> CC1(C)Cc2cccc(OCC(N)=O)c2O1
    -2	-2
> Cc1ccc(Sc2ncccc2COC(=O)Nc2ccccc2)cc1
    -1	-4
> O=C(c1ccccc1)N1CCN(C(=O)N2CCCCC2)CC1
    -9	3
> Cc1ccc(S(=O)(=O)NCC(=O)OCC(=O)Nc2ncc(Cl)cc2Cl)cc1
    0	-5
> Cc1ccccc1OCCCn1c(=O)sc2ccccc21
    54*	1
> CCOC(=O)c1sc(NC(=O)CSc2nnnn2-c2ccccc2)c(C(=O)OCC)c1C
    -6	6
> Cc1ccc(NC(=O)C2CCN(S(C)(=O)=O)CC2)cc1C
    7	-3
> Cc1cc[n+](-c2nc3ccccc3nc2C(=C=[N-])C#N)cc1
    -11	3
> Cc1nc2ccc(NC(=O)c3ccc(F)c(S(=O)(=O)N4CCOCC4)c3)cc2s1
    21	1
> Cn1c(=O)c2c(nc(N3CCN(Cc4ccccc4)CC3)n2CCCc2ccccc2)n(C)c1=O
    -5	-6
> COc1cccc(CNc2cccc3cccnc23)c1O
    4	2
> O=C(c1cccn2c(=O)c3cc(Cl)ccc3nc12)N1CCN(Cc2ccc3c(c2)OCO3)CC1
    -2	2
> Cc1ccc(CN2C(=O)CCC2C(=O)NCC2CCCO2)cc1 (centres undefined)
    -8	-6
> CCOC(OCC)P(=O)(C(C)C)C(C)C
    -2	-7
> CC(C)CNS(=O)(=O)c1ccc(OCC(=O)Nc2ccc(F)cc2F)cc1
    -4	1
> CCc1nc2c(oc3ccccc32)c(=O)[nH]1
    13	8
> CN=C1N(C)C[C@@H]2[C@@H]3C(=O)N(C)C(=O)[C@@H]3[C@](Cc3ccccc3)(C(=O)OC)N12
    -1	-7
> COC(=O)c1[nH]c2cc(C)ccc2c1NC(=O)CN1CCCc2ccccc21
    20	17
> CCN1C(=O)[C@H]2[C@@H](c3ccccc3)N3C(=O)N(c4cccc(F)c4)C(=O)[C@@]3(CC(C)C)[C@H]2C1=O
    -1	-5
> Cc1ccc(NCC(=O)N/N=C/c2cc3ccccc3nc2Cl)cc1
    61*	3
> O=C(c1c(Cl)cccc1Cl)N1CCCCCC1
    -7	0
> CCC(C)NS(=O)(=O)c1ccc(S(=O)(=O)N(CC(=O)Nc2ccccc2)Cc2ccco2)cc1 (centres undefined)
    4	-3
> CC(C)c1nnc(NC(=O)CCC(=O)NCc2cccs2)s1
    -7	0
> CCc1cc(C(=O)OC)c(NC(=O)C2CC(=O)NN2Cc2ccccc2)s1 (centres undefined)
    11	0
> CCCn1nnc(NC(=O)c2cccc(Cl)c2)n1
    17	-7
> Cc1nnc(NC(=O)CSc2nnc(Cc3ccccc3)n2Cc2ccccc2)s1
    -9	0
> COC(=O)C1=C(C)N=C2SC(C#N)=C(N)N2C1c1cc(OC)c(OC)c(OC)c1 (centres undefined)
    -5	-23
> CC1=Nn2c(nnc2-c2cc(C)[nH]n2)SC1
    -9	-5
> Cc1ccccc1NN1C(=O)C=CC1=O
    2	-3
> O=C(CCCOc1ccccc1)N1CCCCC1
    -73	1
> CC(C)(C)C(=O)Cn1c(NCCCO)nc2ccccc21
    -10	0

Next section:
Values in the order: esBAF inh	RAD54 branch
> OCCN=c1cc(-c2ccccc2)oc2ccc(Cl)cc12
    46*	82*
> Cc1nc2c3cnn(-c4ccccc4)c3ncn2n1
    14	4
> CS(=O)(=O)Nc1ccc(Cc2ccc(NS(C)(=O)=O)cc2)cc1
    7	-5
> CSc1cc(C)n(-c2ccccc2C)c(=S)c1C(C)=O
    -7	-3
> Cc1cccc(CN(CC(=O)N/N=C/c2cccs2)S(=O)(=O)c2ccc(Cl)cc2)c1
    -4	2
> Cc1ccc(C)c(S(=O)(=O)N2CCN(C(=O)c3cnccn3)CC2)c1
    9	-3
> CCN1CCN(C(=O)CN(c2ccccc2C)S(C)(=O)=O)CC1
    -8	-6
> Cc1ccc(N(C=NC#N)CC(=O)N2CCN(c3ccccc3)CC2)cc1
    -4	-9
> CCN1C=C(Cc2ccccc2C)C2=C(C1)C(c1ccccc1C)C(C#N)=C(N)O2 (centres undefined)
    0	-10
> O=C(NC1CCCCCC1)C1CCN(S(=O)(=O)c2ccc(F)cc2)CC1
    3	1
> Cc1c(/C(O)=C2\C(=O)C(=O)N(CCN(C)C)C2c2cccs2)cnn1-c1ccccc1 (centres undefined)
    17	-5
> CCOc1cc2[nH]c(=O)n(Cc3cccc(OC)c3)c(=O)c2cc1OCC
    -2	3
> CCN(CC)CCN(C(=O)c1ccc2c(c1)CCCC2)c1nc2cc(OC)c(OC)cc2s1
    3	-1
> CCCCCc1c(C)nc(Nc2nc(C)c3cc(OC)ccc3n2)[nH]c1=O
    4	-13
> Cc1ccc(P(=O)(O)c2ccc(C)cc2)cc1
    -1	7
> N#CC1=C(N)Oc2cc(O)ccc2C1c1cccs1 (centres undefined)
    -4	-28
> CC(=O)CSc1nnc(CSc2ncccn2)n1C1CCCCC1
    10	-2
> Cc1cc(C)n2cc(CSc3nnnn3-c3ccc(Cl)cc3)nc2n1
    -5	-2
> Cc1cccc(N(C)S(=O)(=O)c2ccc3[nH]cc(C(=O)N4CCOCC4)c(=O)c3c2)c1
    -5	-5
> CC1Cc2ccccc2N1C(=O)COc1nc2ccccc2nc1N1CCOCC1 (centres undefined)
    0	-16
> COc1ccc2[nH]c(=O)c(CN(Cc3ccc4c(c3)OCO4)C(C)=O)cc2c1
    4	-2
> CC1(C)CC(=O)C2=C(C1)N(N1CCOCC1)C(N)=C(C#N)C2c1cccnc1 (centres undefined)
    -3	-7
> COc1ccc(-c2csc(C3=C(O)CN(Cc4ccc(S(N)(=O)=O)cc4)C3=N)n2)cc1OC
    -7	3
> Cc1onc(-c2ccccc2Cl)c1C(=O)Nc1ccc(N2CCOCC2)cc1
    2	-9
> CCCCOc1ccc(CNC(=O)NS(=O)(=O)c2ccc(OCC(C)C)cc2)cc1
    -2	2
> CCN1CCC(=NNC(=O)CC23CC4CC(CC(C4)C2)C3)CC1
    1	-9
> Cc1ccc2nc3c(cc(C(=O)NCC4CCCO4)c(=N)n3CC3CCCO3)c(=O)n2c1 (centres undefined)
    -1	1
> Cc1cc2occ(CC(=O)Nc3nnc(C4CC4)s3)c2cc1C
    -7	-3
> Cc1cccc(OCC(=O)Nc2ccccc2N2CCN(C(=O)C(C)C)CC2)c1C
    9	-1
> COc1ccc(NC(=O)C2(c3ccc(NC(=O)c4ccc(OC)c(OC)c4)cc3)CCCC2)cc1
    5	-6
> CC(=O)N1CCc2cc(NS(=O)(=O)c3cccs3)ccc21
    3	2
> CN(Cc1ccc(-n2cccn2)cc1)C(=O)c1cnn2c1NC(c1ccco1)CC2C(F)(F)F (centres undefined)
    -13	7
> CC1(C)CC(=O)C2=C(C1)Nc1ccccc1NC2c1ccccn1 (centres undefined)
    -9	4
> CCOC(=O)C1CCCN(C(=O)c2cc3ncc(Br)cn3n2)C1 (centres undefined)
    -7	5
> NC(=O)c1cccc2c3c([nH]c12)CCCC3
    8	-7
> CCOC(=O)c1cnn(-c2ccccc2)c1-n1cccc1C(=O)C(=O)Nc1ccccc1
    23	5
> COc1ccc(CCC(C)Nc2cccc(C)c2)cc1 (centres undefined)
    -9	0

High-throughput results: PubChem, Broad Institute

Some of the compounds tested; the hit share may differ from the screen's.
